From PubChem BioAssay
GlmU inhibition – inhibition of mycobacterial GlmU enzyme – biochemical, glucosamine-1-phosphate acetyltransferase (AID 1376) | M. tuberculosis GlmU acetyltransferase enzyme assay; higher % means a stronger effect | inhibition, %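 (tested at 30 µM in the primary screen)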, or IC50 in µM where a hit was titrated | actives 0.25% (n = 220,000); in the data active = inhibition above about 13%;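 also: 0% = complete reaction with vehicle and 100% = reaction without substrate; strong numbers were not always called active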
RmlCD inh 1536 – blocks M. tuberculosis RmlC and RmlD coupled enzymes; actives 0.03% (n = 160,000); RmlC+RmlD coupled enzyme assay, percent inhibition; primary screen in compound mixtures; P9WH09+P9WH11; inhibition, % at 3.6 µM; in the data active = inhibition mostly above about 34%, no sharp cut-off; also: some results filed as inactive read as strong as hits
Target sequence (P9WH09 whole entry, looked up): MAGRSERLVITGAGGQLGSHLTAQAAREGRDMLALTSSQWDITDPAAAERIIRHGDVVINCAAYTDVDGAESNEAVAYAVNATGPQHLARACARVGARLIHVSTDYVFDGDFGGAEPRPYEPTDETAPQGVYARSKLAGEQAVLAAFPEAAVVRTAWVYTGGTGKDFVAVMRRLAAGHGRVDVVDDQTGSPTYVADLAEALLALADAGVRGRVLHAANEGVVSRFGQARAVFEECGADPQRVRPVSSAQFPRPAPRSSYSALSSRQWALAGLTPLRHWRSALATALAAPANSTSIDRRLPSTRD
Target sequence (P9WH11 whole entry, looked up): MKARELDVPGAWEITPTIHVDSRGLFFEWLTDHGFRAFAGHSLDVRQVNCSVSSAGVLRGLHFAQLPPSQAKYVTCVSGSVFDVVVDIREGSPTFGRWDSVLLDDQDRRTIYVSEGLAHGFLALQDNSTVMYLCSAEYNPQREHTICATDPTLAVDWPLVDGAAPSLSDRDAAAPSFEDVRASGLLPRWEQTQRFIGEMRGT
Numbers without * were called inactive; x = not tested or not shown.

The line under a structure holds: GlmU inhibition, RmlCD inh 1536
Clc1ccc(C2=Nn3c(nnc3-c3cc(-c4ccccc4)n[nH]3)SC2)cc1
  -8.9%, 8
CCCCSc1nc2c(cnn2-c2ccccc2)c(=O)n1N
  1.8%, x
O=C(N/N=C\c1ccc(COc2ccc([N+](=O)[O-])cc2)o1)c1cccc(Cl)c1
  -0.6%, -1
Cc1ccc(C#N)c(SCc2ccccc2F)n1
  -0.2%, 10
Cc1ccc(CCNC(=O)C2CCCN(S(=O)(=O)c3cccs3)C2)cc1 (configuration not stated)
  3.5%, -5
CCOC(=O)c1nnc(-c2ccccc2)nc1N1CCSCC1
  0.5%, x
O=C(O)CN=C1CC(c2ccccc2)CC(=O)/C1=C(/O)CCCN1C(=O)c2ccccc2C1=O (configuration not stated)
  0.7%, -7
C=CCNC(=O)C1CC1(c1ccccc1)c1ccccc1 (configuration not stated)
  4.2%, -3
C=CCNC(=O)COC(=O)c1ccc(C)c(NC(=O)c2ccco2)c1
  -4.2%, 6
COc1cc(CNCCc2ccccc2)ccc1OCc1ccc(Cl)nc1
  x, 6
CCN(CC(=O)NCCC1=CCCCC1)S(=O)(=O)c1ccccc1
  -2.6%, x
O=C(NCc1ccccc1)c1ccc(OCC2CCCO2)cc1 (configuration not stated)
  2.1%, -4
COc1nc(OCCNC(C)=O)nc(N(C)C)n1
  4.9%, 4
Cc1cc2c3nonc3ccc2n1C
  1.1%, x
COc1ccc(-c2nnc3ccc(SCC(=O)NCc4ccco4)nn23)cc1OC
  -1.7%, -4
Cc1ccc(-c2nc(C=Nc3ccc(O)cc3)c(O)o2)cc1
  -5.6%, -6
CCCc1cc(-c2n[nH]c(=S)n2CC)c2ccccc2n1
  1.9%, 1
CN(C)S(=O)(=O)Oc1ccsc1C(=O)Nc1cccc(Cl)c1Cl
  -5.9%, x
Cc1cc(NC(=O)CSc2nccn2-c2cccc(C)c2C)no1
  -4.1%, x
COc1cccc(C(=O)N2CCN(Cc3cc(Br)ccc3OC)CC2)c1
  -4.2%, x
O=C(NCc1cn2ccsc2n1)Nc1ccc(Cl)cc1
  5.1%, 82
O=C(OCc1nnc(-c2ccccc2)o1)c1ccc2c(c1)OCCO2
  6.2%, -6
CC1(C)Cc2c(sc3[nH]c(=S)[nH]c(=O)c23)CO1
  4.4%, -6
CC(C)NC(=O)CSCc1c(F)cccc1Cl
  1.2%, 7
O=S(=O)(c1cc(Cl)ccc1Cl)n1nnc2ccccc21
  9.4%, x
CCN=C1SC(CC(=O)NCc2ccccc2)C(=O)N1CC (configuration not stated)
  6.7%, 1
CC1(C)CC(=O)C=C(c2ccc3c(c2)OCO3)C1
  -2.9%, x
CCOc1ccc(N/C(=C(/C(Cl)=C(Cl)Cl)[N+](=O)[O-])n2cncn2)cc1
  -3.5%, -10
CCOC(=O)C1C(=O)CC(C)(O)C(C(=O)OCC)C1c1ccc(F)cc1 (configuration not stated)
  2.2%, -7
Cc1cc2c(nc1C)CCCN2C[C@@H](C)O/N=C1/[C@H]2CCn3c(=O)n(-c4ccccc4)c(=O)n3[C@H]2[C@H](O)[C@@H]2O[C@H]12
  -2.9%, x
O=C(Cn1ccc([N+](=O)[O-])n1)Nc1nccs1
  -5.7%, 8
COc1ccc(CCNC(=S)N2CCC(C(N)=O)CC2)cc1
  -2.0%, 3
CSc1nnc([C@@H](NC(=O)OC(C)(C)C)C(C)C)o1
  -1.9%, 10
CCOC(=O)N1CCN(C(=O)CN(c2ccc(OC)cc2)S(C)(=O)=O)CC1
  -1.5%, x
COc1c(Cl)cc(C(=O)O)cc1Cl
  -0.1%, x
CCCc1nn(C)c(C(=O)Nc2cccc3ccccc23)c1Cl
  3.2%, 4
Cn1c(SCC(=O)Nc2nccs2)nnc1-c1ccc(S(=O)(=O)N2CCCC2)cc1
  -6.0%, 12
O=c1cc(C(F)(F)F)c2cc3c4c(c2o1)CCCN4CCC3
  0.6%, 12
CCOC(=O)C1=C(C)N(C)C(=O)NC1c1cccc([N+](=O)[O-])c1 (configuration not stated)
  -2.5%, x
Cc1cc(C)n(Cc2ccc(C(=O)NCCC3=CCCCC3)o2)n1
  2.2%, 11
COc1ccccc1-c1nc(-c2ccc(Br)cc2)no1
  -3.4%, 12
CC(=O)N/N=C(\C)c1ccc2c(c1)OCCO2
  -2.4%, x
S=C(Nc1ccccc1Cl)N(CCCN1CCOCC1)Cc1ccco1
  0.7%, 2
CC(C)OC(=O)CSc1nnc2c(n1)[nH]c1ccc(F)cc12
  1.8%, 51
CC(=O)Nc1ccc(C(=O)N/N=C/C2CC3C=CC2C3)cc1 (configuration not stated)
  3.5%, 7
Cc1cc(=O)oc(C)c1C(=O)N1CCc2c([nH]c3ccccc23)C1C(C)C (configuration not stated)
  1.7%, -14
CCOc1ccc(N(C(C)C(=O)N/N=C(\C)c2cccc(NC(=O)c3ccccc3)c2)S(C)(=O)=O)cc1 (configuration not stated)
  -3.6%, x
COCC(C)NC(=S)NCCc1ccc(Cl)cc1Cl (configuration not stated)
  -4.9%, -11
COc1ccc(C(C)C)cc1S(=O)(=O)Nc1ccccn1
  -0.5%, x
CCOC(=O)NNC(=O)c1ccc(Cl)cc1
  1.3%, 32
Cc1ccc(C)n1-c1cc(S(=O)(=O)N2CCOCC2)ccc1N1CCCC1
  4.8%, 3
O=C(Nc1ncccn1)C1c2ccccc2Oc2ccccc21
  -1.2%, -10
O=c1[nH]c2c(s1)C(c1cccnc1)C1C3CCC(C3)C1S2 (configuration not stated)
  6.5%, x
Cc1ccc(-n2c3c(cc(C(=O)NCCCN4CCOCC4)c2=O)C(=O)CC(C)(C)C3)cc1
  2.0%, x
CCOC(=O)N1CCN(C(=O)CSc2nc3c(cnn3-c3ccc(Cl)cc3)c(=O)[nH]2)CC1
  6.8%, -7
Nc1ccc(-n2nncc2-c2ccco2)cc1
  -1.7%, -11
COc1ccc(N2CCN(C(=O)Nc3ccccc3Cl)CC2)cc1
  1.7%, -12
Cc1ccc(Nc2nc3nonc3[nH]c2=O)cc1Cl
  9.2%, -2
CNc1[nH]ncc1[N+](=O)[O-]
  -2.1%, -10
O=C(CSc1nnnn1-c1ccccc1)Nc1nsc(-c2ccccc2)n1
  1.8%, 8

Reprinted from the part before: 3 compounds, followed by the next part.
The line under a structure holds: GlmU inhibition, RmlCD inh 1536
Cc1ccc(Nc2nc3nonc3[nH]c2=O)cc1Cl
  9.2%, -2
CNc1[nH]ncc1[N+](=O)[O-]
  -2.1%, -10
O=C(CSc1nnnn1-c1ccccc1)Nc1nsc(-c2ccccc2)n1
  1.8%, 8
O=S(=O)(/C=C/c1ccccc1)N1CCN(c2ccccc2)CC1
  -2.1%, 2
O=C(O)c1ccc2ncsc2c1
  -2.1%, 14
O=S(=O)(Nc1ccc2c(c1)nc1n2CCOC1)c1ccccc1
  -0.8%, 14
COc1ccc(Cl)cc1Nc1nc(NCCO)nc(N2CCCCC2)n1
  -3.2%, x
COc1cccc2oc(-c3ccco3)cc(=O)c12
  4.8%, x
Cc1cccc(NC(=O)CC2SC(=O)N(c3ccccc3)C2=O)c1 (configuration not stated)
  -13%, -11
CCOc1ccc2ccccc2c1/C=N\NC(=O)OC
  -0.8%, x
Cc1cccc(C)c1NC(=O)COc1ccc2c(C)c(Cc3ccccc3)c(=O)oc2c1
  -4.2%, 4
O=C(O)[C@H](CSCc1ccccc1)NS(=O)(=O)c1ccc(F)cc1
  -1.0%, 0
CC(=O)Nc1cccc(N=NN2CCCCC2)c1
  1.1%, 14
CC(C)(C)c1ccc(S(=O)(=O)N2CCC(O)(c3ccc(Cl)cc3)CC2)cc1
  4.1%, 12
CCC(C)(C(=O)NC1CCCCC1)N(Cc1ccco1)C(=O)Cc1cccs1 (configuration not stated)
  -4.2%, x
CC(C)NC(=O)NC(=O)CSc1ncc(C(F)(F)F)cc1Cl
  6.0%, x
CCCc1ccc(C(=O)NNc2ccc(F)cc2)cc1
  3.3%, x
CCOC(=O)C(NC(=O)C1CCCN1C(=O)OCc1ccccc1)C(=O)OCC (configuration not stated)
  -0.8%, x

Seven neighbouring entries from above, for reference:
The line under a structure holds: GlmU inhibition, RmlCD inh 1536
O=S(=O)(/C=C/c1ccccc1)N1CCN(c2ccccc2)CC1
  -2.1%, 2
O=C(O)c1ccc2ncsc2c1
  -2.1%, 14
O=S(=O)(Nc1ccc2c(c1)nc1n2CCOC1)c1ccccc1
  -0.8%, 14
COc1ccc(Cl)cc1Nc1nc(NCCO)nc(N2CCCCC2)n1
  -3.2%, x
COc1cccc2oc(-c3ccco3)cc(=O)c12
  4.8%, x
Cc1cccc(NC(=O)CC2SC(=O)N(c3ccccc3)C2=O)c1 (configuration not stated)
  -13%, -11
CCOc1ccc2ccccc2c1/C=N\NC(=O)OC
  -0.8%, x

More compounds
The line under a structure holds: GlmU inhibition, RmlCD inh 1536
Cc1ccc2c(c1)sc1nc(=O)n(-c3cccc(Cl)c3)c(=O)n12
  39%*, x
COC(=O)CCC(=O)NC(=S)Nc1ccc(S(=O)(=O)N2CCCC2)cc1
  -2.4%, 4
CCCC12CN3CCN(CC(C3)/C1=N\NC(=O)c1ccccc1N)C2
  1.9%, x
O=C(Nc1ccc2oc(-c3ccc4ccccc4c3)nc2c1)c1cccs1
  3.2%, x
CSc1cccc(NC(=S)N(Cc2ccccc2)Cc2cccnc2)c1
  6.5%, 0
O=C(c1ccccc1)N1CN2CN(C(=O)c3ccccc3)CC([N+](=O)[O-])(C2)C1
  3.8%, -11
N#Cc1ccc(Oc2cc(C(F)(F)F)nc(-c3ccccn3)n2)cc1
  5.5%, 1
O=C(O)CCN1C(=O)CC2(CCCCC2)C1=O
  -4.2%, 5
COC(=O)c1cc(C#N)c(Oc2ccc(F)cc2)nc1C
  0.1%, 15
CCOC(=O)Cc1csc(NC(=O)CCC(=O)O)n1
  -1.3%, x
CC1(C)Cc2c(sc3nc(NCCN4CCOCC4)n4ncnc4c23)CO1
  -7.1%, 11
Cc1ccccc1Nc1nc(-c2sc(NC(=O)c3ccccc3)nc2C)cs1
  -1.5%, x
O=C(CCCC(=O)NC1CCCC1)NC1CCCC1
  -5.0%, -9
O=C(Nc1ccc2oc(-c3ccncc3)nc2c1)c1ccc2c(c1)OCO2
  7.6%, 2
CCCC(C)C(=O)OCC(=O)Nc1c(Br)cc(C)cc1Br (configuration not stated)
  -5.3%, 4
CN(C)/C=C/C(=O)c1nn(-c2ccc(F)cc2)ccc1=O
  1.8%, 13
O=[N+]([O-])c1ccc(N2CCN(S(=O)(=O)c3ccccc3)CC2)cc1NCc1cccnc1
  -1.6%, 9
CC1CC(C)CN(S(=O)(=O)c2ccc(NC(=O)C3COc4ccccc4O3)cc2)C1 (configuration not stated)
  0.6%, -3
COc1ccc(C2C3=C(OC(C)=O)c4ccccc4C3=Nc3c2c(=O)n(C)c(=O)n3C)cc1 (configuration not stated)
  5.2%, -7
CSCCC(NC(=O)COc1ccccc1)C(=O)O (configuration not stated)
  -3.4%, -15
COc1ccc(C(C)NC(=O)C2C(=O)NC3(C)CC2c2ccccc2O3)cc1 (configuration not stated)
  1.8%, -3
CCOc1ccccc1C(=O)N(CN1CCCC1=O)c1ccc(C)c(Cl)c1
  3.9%, x
Cc1nn(C)c(C)c1NC(=O)CSc1nnc(C)n1-c1ccccc1
  -2.4%, -9
Cc1cc(C)n(Cc2ccc(C(=O)O)cc2)n1
  0.4%, -7
Cc1cc2cc(CCNS(C)(=O)=O)c(=O)[nH]c2cc1C
  -2.6%, -4
CCOc1ccc(NC(=O)c2c3c(nc4ccccc24)CCC3)cc1
  0.4%, -1
Cn1c(-c2c(N)n(CCCc3ccccc3)c3nc4ccccc4nc23)nc2ccccc21
  2.3%, x
COC(=O)c1cccc(S(=O)(=O)N(Cc2ccco2)Cc2cc3ccc(OC)cc3[nH]c2=O)c1
  5.0%, 5
CCc1cc2c(NCC(=O)O)ncnc2s1
  -6.8%, 38
COc1ccc(Cc2nnc(NC(=O)c3ccc(Cl)c([N+](=O)[O-])c3)s2)cc1
  2.6%, x
CC(=O)C1C(c2ccc(Cl)cc2)NC(=O)NC1(O)C(F)(F)F (configuration not stated)
  7.0%, 15
CCOC(=O)N1CCN(C(=O)c2ccccc2NC(=O)COc2ccccc2C)CC1
  x, 13
Cc1cc(C)cc(N(CC(=O)N2CCc3ccccc32)S(=O)(=O)c2c(C)noc2C)c1
  0.7%, -6
O=C(Nc1ccc(F)cc1F)N1CCCN(c2ccc([N+](=O)[O-])cn2)CC1
  5.9%, 13
c1ccc2nc(-c3nccs3)ccc2c1
  -0.1%, 7
CO[C@H]1C=CO[C@@]2(C)Oc3c(C)c(O)c4c(O)c(c5c(nc6cc(C)ccn65)c4c3C2=O)NC(=O)C(C)=CC=C[C@H](C)[C@H](O)[C@@H](C)[C@@H](O)[C@@H](C)[C@H](OC(C)=O)[C@@H]1C
  5.2%, 5
Cc1ccc(-c2nn(CC(=O)Nc3cccnc3)c(=O)c3ccccc23)cc1
  -1.3%, x
C=CCOC(=O)C1=C[C@@H](c2ccc(Br)cc2)[C@H](CCCO)[C@@H](OCC)O1
  -1.5%, x
Cc1nnc(SCC(=O)Nc2nccs2)[nH]c1=O
  -0.3%, 0

Only part of the results is shown, so the mix of outcomes need not match the whole.
